Tau ThT inhib = tau fibrillization inhibition (ThT binding). P10636. recombinant tau K18 P301L, heparin-induced fibrillization, ThT fluorescence. Potency, µM (titrated, usually from 57.4 µM), without a hit: top-dose activity, negative = inhibition, most hits filed as inhibitors. hit rate 2.1% among 270,000. AID 1460; also: % is scaled to controls: 0 for no effect and ±100 for the full control effect; nearly all actives have a fitted effect of over 55% in size
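Using a mix of unlabeled (15 uM) and Alexa 594-labeled (0.24 uM) tau K18 P301L, heparin-triggered fibrillization over 6 hr at 37 C was scored by ThT fluorescence.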
Tau fibril FP = tau fibrillization inhibition (FP) | K18 P301L tau heparin fibrillization, Alexa594 FP, 6 h | Potency, µM (series often up to 57.7 µM), without a hit: at the highest dose activity, negative = inhibition, hits mostly inhibitors | hit rate 0.39% among 280,000 | AID 1468; also: % is scaled to controls: 0 for no effect and ±100 for the full control effect; nearly all actives have a fitted effect of over 55% in size
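Read-out: fluorescence polarization of Alexa 594-labeled tau (0.24 uM), 555 nm excitation, 632 nm emission. Mixtures held 15 uM unlabeled K18 P301L, compound and 20 uM heparin, pH 7 acetate buffer, incubated 6 hr at 37 C.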
RECQ1 helicase = inhibitors of human RECQ1 DNA helicase | hit rate 0.54% among 240,000 | RECQ1 DNA unwinding, red fluorescence kinetic read | P46063 | AID 2549 | Potency, µM (series often up to 57.3 µM), for the others: top-dose activity, negative = inhibition, actives largely listed as inhibitors;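 also: plate controls were vehicle for no effect and no enzyme for full effect; nearly all actives have a fitted effect of over 30% in size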
Target sequence (P46063 whole entry, looked up): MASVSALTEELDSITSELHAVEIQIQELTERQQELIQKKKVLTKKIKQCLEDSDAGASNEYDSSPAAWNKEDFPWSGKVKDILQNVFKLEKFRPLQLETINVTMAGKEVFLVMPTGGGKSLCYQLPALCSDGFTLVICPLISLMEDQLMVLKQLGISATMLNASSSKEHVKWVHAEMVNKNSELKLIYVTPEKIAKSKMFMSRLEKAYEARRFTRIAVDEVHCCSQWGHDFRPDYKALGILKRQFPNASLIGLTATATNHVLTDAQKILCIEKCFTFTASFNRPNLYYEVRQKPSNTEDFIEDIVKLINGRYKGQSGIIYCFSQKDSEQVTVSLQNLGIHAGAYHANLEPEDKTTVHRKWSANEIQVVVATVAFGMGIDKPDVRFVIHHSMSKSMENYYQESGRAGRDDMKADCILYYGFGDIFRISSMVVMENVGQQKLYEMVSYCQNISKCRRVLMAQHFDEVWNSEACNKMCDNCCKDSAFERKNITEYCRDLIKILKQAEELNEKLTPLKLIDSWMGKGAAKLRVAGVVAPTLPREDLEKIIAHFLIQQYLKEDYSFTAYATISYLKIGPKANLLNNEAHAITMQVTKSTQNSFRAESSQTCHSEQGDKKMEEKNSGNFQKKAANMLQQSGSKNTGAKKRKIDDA
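50 nM RECQ1T1 preincubated 15 min with compound in Tris pH 8.0 buffer with MgCl2, DTT, Tween-20 and 2.5 ug/ml poly(dI-dC); started with 200 nM TAMRA/BHQ-2 forked duplex and 2 mM ATP. Unwinding read as fluorescence (525/598 nm), two reads 2 h apart.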
Tau fluor cs = counter-screen for tau fibril formation inhibitors; tau K18 P301L (four-repeat tau fragment) Alexa594 fluorescence, heparin fibrillization; Potency, µM (series often up to 57.7 µM), for the others: at the top dose activity change, negative = decrease; hit rate 0.93% among 280,000; also: % is scaled to controls: 0 for no effect and ±100 for the full control effect; nearly all actives have a fitted effect of over 55% in size
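Human K18 P301L tau (15 uM unlabeled plus 0.24 uM Alexa 594-labeled, final) in 100 mM sodium acetate pH 7 was mixed with compound and 20 uM heparin and incubated 6 hr at 37 C.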
TRb SRC2 PPI = disrupts binding of human TR beta to SRC2. Potency, µM (doses to about 106 µM), inactives show top-dose activity change, negative = inhibition, hits mostly inhibitors. AID 1469. hit rate 0.065% among 280,000. P10828. TRbeta-SRC2 peptide binding, fluorescence polarization; receptor liganded with 1 µM T3;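 also: plate controls were bound peptide for no effect and peptide without receptor for full effect; nearly all actives have a fitted effect of over 50% in size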
Target sequence (P10828 whole entry, looked up): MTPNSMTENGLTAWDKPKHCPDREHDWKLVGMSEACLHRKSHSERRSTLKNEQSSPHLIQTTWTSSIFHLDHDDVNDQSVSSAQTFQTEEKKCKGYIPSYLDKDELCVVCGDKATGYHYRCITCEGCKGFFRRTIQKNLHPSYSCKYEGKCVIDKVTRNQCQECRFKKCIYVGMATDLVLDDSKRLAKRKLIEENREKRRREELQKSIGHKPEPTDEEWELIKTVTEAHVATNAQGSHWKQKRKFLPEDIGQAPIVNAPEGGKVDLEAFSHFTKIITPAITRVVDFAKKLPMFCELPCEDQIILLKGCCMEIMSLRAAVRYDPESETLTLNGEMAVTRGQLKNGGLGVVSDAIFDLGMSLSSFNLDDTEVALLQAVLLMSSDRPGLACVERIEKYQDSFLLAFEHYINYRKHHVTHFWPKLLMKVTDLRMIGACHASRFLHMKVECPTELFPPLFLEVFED
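Binding of a 20-amino-acid Texas Red SRC2 peptide (20 nM) to TRb ligand-binding domain (0.6 uM) with agonist T3 at 1 uM was followed by fluorescence polarization after a 5 hr room-temperature incubation.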
L3MBTL1 block = blocks human L3MBTL1; Q9Y468; AlphaScreen L3MBTL1–H3K9me1 peptide binding; Potency, µM (highest dose often 57.1 µM), for inactives: at the highest dose activity, negative = inhibition, actives largely listed as inhibitors; hit rate 0.66% among 230,000; AID 485360; also: % is scaled to controls: 0 for no effect and ±100 for the full control effect; nearly all actives have a fitted effect of over 60% in size
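L3MBTL1 (50 nM) pre-complexed 30 min with biotinylated H3(1-15)K9me1 peptide (75 nM), then compounds added for 30 min at room temperature; AlphaScreen streptavidin donor/nickel chelate acceptor beads (10 ug/mL final) read after 30 min dark incubation.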
HTT cytoprotect = protects HTT-Q103 PC12 cells, measured by ATP; PC12 HTT-Q103 induced, cytoprotection, ATP luminescence, 40 h; Potency, µM (series often up to 56.4 µM), for inactives: cytoprotection (ATP increase), actives largely listed as activators; hit rate 0.14% among 230,000;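 also: % of control where 0% means no effect; nearly all actives have a fitted effect of over 45% in size; toxic huntingtin expression switched on by the ecdysone agonist tebufenozide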
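Huntington model: PC12 line, ecdysone-inducible HTTQ103 exon1–GFP, tebufenozide 100 nM. Test articles in a dose series. Endpoint luminescence from cellular ATP.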
TR SRC2 fluor cs = Texas Red fluorescence interference in TRb-SRC2 counter-screen | TRb/SRC2 Texas Red total fluorescence interference | Potency, µM (series often up to 106 µM), without a hit: top-dose fluorescence change, negative = quenching | hit rate 0.29% among 280,000; active = well fitted curve in either direction with a large enough effect; inconclusive = small, poorly fitted or top-dose-only effect; also: % is scaled to controls: 0 for no effect and ±100 for the full control effect
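Human TRβ ligand-binding domain (0.6 uM) and Texas Red SRC2 peptide (20 nM) in Tris buffer with 1 uM T3 and 5% DMSO were incubated with pinned compound for 5 hr at ambient temperature. Total fluorescence was computed as S + 2P (555/632 nm).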
* hit, by the source's call; i = inactive; ? = inconclusive; / = not tested or not shown; & = joins results of further samples; [ ] = remark or other dose. Unless noted, calls follow the shape of the dose curve; as a rule, active = well fitted curve in the direction sought with a large enough effect; inconclusive = small, poorly fitted or top-dose-only effect, or another doubt; inactive = no such curve, though single readings can be large; an effect the other way counts as inactive or inconclusive. Potency is read from the fitted curve at half-maximal effect.

SMILES	Tau ThT inhib	Tau fibril FP	RECQ1 helicase	Tau fluor cs	TRb SRC2 PPI	L3MBTL1 block	HTT cytoprotect	TR SRC2 fluor cs
O=C(COC(=O)C1CC2C=CC1C2)Nc1cccc(S(=O)(=O)N2CCCCCC2)c1 (centres undefined)	-10%	?	0%	?	4%	6%	/	1%
NC(=O)C1CCN(C2CC(=O)N(c3ccc(F)c(Cl)c3)C2=O)CC1 (centres undefined)	-8%	-2%	-13%	-4%	2%	2%	-10%	-4%
O=C(Nc1cccnc1Cl)c1ccc(S(=O)(=O)N2CCCCCC2)cc1	1%	8%	7%	-11%	-12%	/	-9%	1%
CC(=O)c1sc2nsc(SCCN3CCCC3)c2c1N	10µM*	-21%	-3%	-20%	-5%	?	39%[10 µM]	0%
Cc1ccc(SCc2noc(-c3c(C)noc3C)n2)cc1	-4%	5%	12%	-5%	-2%	52%[activator]	10%[10 µM]	3%
Cc1ccc(S(=O)(=O)Nc2ccc3ccccc3n2)cc1	-14%	8%	-2%	-13%	3%	12%	-5%[10 µM]	-2%
C(=N\N1CCN(c2ccccn2)CC1)/c1cccc2ccccc12	?	11%	-13%	?	3%	-28%	-2%[10 µM]	-8%
Cc1onc(-c2c(F)cccc2Cl)c1C(=O)NCCc1ccc(S(N)(=O)=O)cc1	11%	7%	i	5%	-26%	/	-10%	2%
COc1c(C)cc(C(=O)C2CCCN(C(=O)CCc3scnc3C)C2)cc1C (centres undefined)	-5%	3%	i	-3%	-2%	9%	17%[10 µM]	-2%
CSCCC(NS(=O)(=O)c1ccc2c(c1)oc(=O)n2C)C(=O)Nc1ccc(Cl)cc1 (centres undefined)	10%	-8%	/	-9%	2%	/	/	-2%
CN1C(=O)NC(c2ccccc2)C2=C1CN(c1cccc(C(F)(F)F)c1)C2=O (centres undefined)	-7%	-8%	i	-7%	-1%	11%	-6%	-8%
CCOC(=O)Cc1csc(NC(=O)CN2C(=O)c3ccccc3C2=O)n1	-8%	4%	11%	-10%	-2%	12%	15%[10 µM]	-3%
CCCC(=O)N1CCCC(c2nc(-c3cccs3)no2)C1 (centres undefined)	-2%	3%	i	6%	4%	/	-6%	-3%
CC(C)C(NC(=O)C1CCCCC1)C(=O)NCCc1ccccc1 (centres undefined)	-4%	0%	-11%	-5%	2%	/	-1%	-1%
COc1cccc(OC)c1C(=O)NN1CCCCC1	0%	1%	-11%	5%	-5%	3%	21%[10 µM]	-5%
CCSc1ncnc2c1sc1nc3c(cc12)COC(C)(C)C3	6%	-3%	0%	3%	7%	-1%	-17%[10 µM]	-1%
Cc1cc(=O)oc2cc(OCC(=O)Nc3cccc(S(=O)(=O)N(C)C)c3)ccc12	2%	1%	-9%	7%	8%	2%	/	0%
C=C(C(C)=O)C(O)c1ccc2ccccc2c1 (centres undefined)	3%	1%	-3%	3%	9%	/	-24%	-2%
Cn1/c(=N/NC(=O)c2cccc(OC(F)F)c2)sc2ccccc21	?	3%	-12%	-10%	3%	-1%	24%[0.074 µM]	2%
COc1ccc(-c2noc(-c3ccc(N4CCOCC4)c([N+](=O)[O-])c3)n2)cc1OC	9%	-9%	/	-3%	4%	/	/	0%
CN1CCN(c2ccc([N+](=O)[O-])c(-n3nc(-c4ccccc4)c4ccccc4c3=O)c2)CC1	?	8%	-9%	-27%	-2%	-11%	8%	-1%
CCOC(=O)C1=C(CC)Nc2ccccc2N=C1NC(=O)CCN1C(=O)C2CCCCC2C1=O (centres undefined)	4%	2%	-13%	7%	-2%	-4%	-43%[inhibitor]	0%
CN(C)c1ccc(CNC(=O)CCCN2C(=O)CCn3nc(-c4cccn4C)cc32)cc1	-2%	-3%	/	-6%	-1%	/	/	-5%
CCCCNC(=O)Cn1cnc2sc(C(=O)OCC)c(C)c2c1=O	-2%	-10%	?	-7%	-18%	6%	-42%[inhibitor]	2%
O=C(O)c1cc(S(=O)(=O)N2CCCCCC2)ccc1Cl	1%	4%	-5%	6%	-15%	5%	-2%	-2%
O=C(CSc1nc(-c2cccs2)cc(C(F)(F)F)n1)Nc1ccccc1Cl	2%	?	/	-19%	0%[11.2 µM]	/	/	3%[11.2 µM]
CC1CC1C(=O)OCC(=O)Nc1ccc(N=Nc2ccccc2)cc1 (centres undefined)	7.9µM*	?	-1%	?	-2%	-25%	3%[10 µM]	8%
Cc1ccc(C(=O)CSc2nc3ccccc3c(=O)n2N)o1	-3%	-5%	-17%	-6%	-7%	11%	-47%[inhibitor]	-4%
O=C(COC(=O)C1=Cc2ccccc2OC1)NC1CCCC1	-24%	-1%	-2%	-14%	3%	11%	-19%[10 µM]	-2%
Cc1cc(NC(=O)COC(=O)CCC(=O)c2ccc(F)cc2)no1	-2%	1%	-17%	1%	/	7%	-1%	/

Copied from the list.
Tau ThT inhib result of CC1CC1C(=O)OCC(=O)Nc1ccc(N=Nc2ccccc2)cc1 (centres undefined) = 7.9µM*
TR SRC2 fluor cs result of CN1CCN(c2ccc([N+](=O)[O-])c(-n3nc(-c4ccccc4)c4ccccc4c3=O)c2)CC1 = -1%

Next section:
SMILES	Tau ThT inhib	Tau fibril FP	RECQ1 helicase	Tau fluor cs	TRb SRC2 PPI	L3MBTL1 block	HTT cytoprotect	TR SRC2 fluor cs
Cc1cc(NC(=O)C2CCCCC2)ncc1NC(=O)c1ccccn1	-4%	1%	i	5%	-1%	-5%	-7%[10 µM]	0%
CC(C)c1ccc(/C=N/n2nnnc2Nc2ccccc2)cc1	-3%	-11%	-9%	-5%	-3%	/	-22%	-6%
O=C(Nc1ccccc1F)Nc1cccc2ccc(O)cc12	16µM*	?	-9%	14µM*[quencher]	-5%	/	0%[10 µM]	-11%
CCOc1ccc(N=c2scc(-c3ccccc3)n2CCO)cc1	?	8%	i	?	3%	/	-68%[inhibitor]	1%
CC1(C)Cc2c(sc3c2c(=O)n(Cc2ccccc2)c2nncn32)CO1	-11%	4%	i	-7%	-2%	7%	1%[10 µM]	2%
O=S(=O)(c1ccc(Br)cc1)n1ccc2ccccc21	-8%	3%	-1%	-29%	0%	37%[activator]	-47%[inhibitor]	-1%
COc1ccccc1-c1ccc(=O)n(CC(=O)NCC2CCCO2)n1 (centres undefined)	-9%	2%	5%	-6%	8%	9%	11%[10 µM]	0%
COc1cc(CC(=O)OCC(=O)Nc2ccc3c(c2)OCO3)cc(OC)c1OC	-10%	-2%	-3%	-5%	-8%	25%	-11%	0%
Cc1ccc2c(c1)nnn2C1CCN(CC(=O)NCCc2ccccc2)CC1	2%	-10%	-5%	-3%	4%	-1%	10%	-3%
CCOC(=O)c1cnc2c(C)cc(C)cc2c1Nc1cccc(C(=O)O)c1	-17%	-3%	/	-3%	6%	/	/	-21%
Cc1ccc(C)c(S(=O)(=O)c2nnn3c2nc(Nc2ccc(C)c(C)c2)c2sccc23)c1	15%	?	/	7%	-7%	/	/	-2%
Cc1cc(C)nc(NC(=O)CSc2ccccn2)n1	-12%	-6%	1%	0%	-8%	-4%	-7%[1.9 µM]	-4%
CCc1ccc(OCCCC(=O)Nc2ccc(S(N)(=O)=O)cc2)cc1	-12%	-9%	-9%	-20%	7%	-2%	15%[10 µM]	0%
CCc1nc(N2CCN(C(=O)c3ccccc3)CC2)c(C#N)c2c1COC(C)(C)C2	-11%	9%	-10%	5%	-19%	-3%	5%	-1%
CC(=O)c1ccc(N2CCN(c3ccc(NC(=O)c4cccs4)cc3C(=O)O)CC2)cc1	?	1%	/	-9%	3%	/	/	3%
C/C(=N\NC(=O)c1cccnc1)c1cc(C)oc1C	-9%	-2%	-1%	3%	2%	-9%	/	0%
CC1=C(C#N)c2nc(N)c(C#N)c(C)c2/C1=C\c1ccc(OCC(=O)O)c(Cl)c1	16µM*	?	?	?	-11%	?	-8%[10 µM]	9%
O=S(=O)(Cc1ccc(Cl)cc1)Nc1ccc(Cl)cn1	-4%	1%	i	-7%	3%	5%	3%[10 µM]	2%
Cc1cc(CNC(=O)C(C)Cc2ccccc2)nn1C (centres undefined)	1%&-7%	-5%&7%	-4%&-1%	-4%&-7%	4%&-4%	-2%	5%	-4%&-2%
O=C(Nc1cccnc1N1CCOCC1)c1cc2ccccc2oc1=O	-4%	-8%	-8%	2%	-19%	0%	-14%	-1%
COc1ccc(NC(=O)C(C)N2c3cccc4cccc(c34)S2(=O)=O)cc1OC (centres undefined)	-17%	15%	0%	-29%	-1%	-13%	29%[10 µM]	1%
O=C(c1ccc2c(c1)OCO2)N(CC1CCCO1)C1(C(=O)NC2CCCC2)CCCCC1 (centres undefined)	-16%	2%	-13%	-10%	-29%	6%	23%[10 µM]	0%
Cc1ccc(NC(=O)C2C3CCCC2C3c2ccccc2)c(C)c1 (centres undefined)	-1%	9%	-12%	2%	2%	5%	?	-1%
COc1cc(-c2nn3c(-c4ccccn4)nnc3s2)cc(OC)c1OC	0%	2%	i	1%	1%	1%	-43%[inhibitor]	2%
O=C(N/N=C/c1ccc(N2CCOCC2)c([N+](=O)[O-])c1)c1ccc(F)cc1	11µM*	9%	i	-29%	-11%	/	3%	-3%
CC1CCN(C(NC(=O)c2ccco2)C(=O)c2ccccc2)CC1 (centres undefined)	?	-3%	-7%	-6%	5%	2%	33%	0%
N#CCSc1nc2[nH]ncc2c(=O)n1-c1ccccc1Br	7%	-5%	32%	7%	0%	8%	-3%[0.074 µM]	-1%
Cc1ccc(C)c(NC(=S)NC(NC(=O)N(C)C)C(Cl)(Cl)Cl)c1 (centres undefined)	-8%	4%	-7%	0%	2%	-4%	4%[10 µM]	2%
Cc1c(Cl)cccc1NC(=S)NN1CCOCC1	-5%	-5%	i	-3%	6%	/	-8%	3%

In the list so far, these have bromine.
SMILES	Tau ThT inhib	Tau fibril FP	RECQ1 helicase	Tau fluor cs	TRb SRC2 PPI	L3MBTL1 block	HTT cytoprotect	TR SRC2 fluor cs
O=S(=O)(c1ccc(Br)cc1)n1ccc2ccccc21	-8%	3%	-1%	-29%	0%	37%[activator]	-47%[inhibitor]	-1%
N#CCSc1nc2[nH]ncc2c(=O)n1-c1ccccc1Br	7%	-5%	32%	7%	0%	8%	-3%[0.074 µM]	-1%

Only part of the results is shown; rates above refer to the full screens.
